High-throughput results (PubChem)
APE1 inh: blocks human APE1 abasic DNA cleavage; AID 2517; actives 0.35% (n = 350,000); Potency, µM (doses to about 65.8 µM), without a hit: at the top dose activity change, negative = inhibition, usual class: inhibitors; recombinant APE1, TAMRA/BHQ-2 abasic DNA cleavage fluorescence;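 further: potency means the concentration at half of the fitted maximal effect; plate controls were vehicle for no effect and reference inhibitor for full effect; nearly all actives have a fitted effect of over 55% in size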
Target sequence (P27695 whole entry, looked up): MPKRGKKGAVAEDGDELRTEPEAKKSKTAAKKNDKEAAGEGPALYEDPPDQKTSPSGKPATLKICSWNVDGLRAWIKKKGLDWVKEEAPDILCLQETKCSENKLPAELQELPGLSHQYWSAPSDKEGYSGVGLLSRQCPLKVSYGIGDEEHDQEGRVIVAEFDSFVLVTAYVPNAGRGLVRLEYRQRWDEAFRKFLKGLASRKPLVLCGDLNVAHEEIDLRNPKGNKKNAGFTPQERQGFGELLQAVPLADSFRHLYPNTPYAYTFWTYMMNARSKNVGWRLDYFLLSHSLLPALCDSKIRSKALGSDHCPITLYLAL
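Step 1: APE1 (0.75 nM) with compound, 15 min RT. Step 2: add 50 nM fluorophore/quencher THF duplex. Step 3: three fluorescence reads 60 s apart (525/598 nm); read 3 minus read 1 = reaction progress.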
12-LOX inh: ALOX12 (human) lipoxygenase inhibition. P18054. purified 12hLO, xylenol orange hydroperoxide absorbance. Potency, µM (highest dose often 108 µM), without a hit: at the highest dose activity change, negative = inhibition, usual class: inhibitors. actives 1.1% (n = 580,000); further: potency means the concentration at half of the fitted maximal effect
Target sequence (P18054 whole entry, looked up): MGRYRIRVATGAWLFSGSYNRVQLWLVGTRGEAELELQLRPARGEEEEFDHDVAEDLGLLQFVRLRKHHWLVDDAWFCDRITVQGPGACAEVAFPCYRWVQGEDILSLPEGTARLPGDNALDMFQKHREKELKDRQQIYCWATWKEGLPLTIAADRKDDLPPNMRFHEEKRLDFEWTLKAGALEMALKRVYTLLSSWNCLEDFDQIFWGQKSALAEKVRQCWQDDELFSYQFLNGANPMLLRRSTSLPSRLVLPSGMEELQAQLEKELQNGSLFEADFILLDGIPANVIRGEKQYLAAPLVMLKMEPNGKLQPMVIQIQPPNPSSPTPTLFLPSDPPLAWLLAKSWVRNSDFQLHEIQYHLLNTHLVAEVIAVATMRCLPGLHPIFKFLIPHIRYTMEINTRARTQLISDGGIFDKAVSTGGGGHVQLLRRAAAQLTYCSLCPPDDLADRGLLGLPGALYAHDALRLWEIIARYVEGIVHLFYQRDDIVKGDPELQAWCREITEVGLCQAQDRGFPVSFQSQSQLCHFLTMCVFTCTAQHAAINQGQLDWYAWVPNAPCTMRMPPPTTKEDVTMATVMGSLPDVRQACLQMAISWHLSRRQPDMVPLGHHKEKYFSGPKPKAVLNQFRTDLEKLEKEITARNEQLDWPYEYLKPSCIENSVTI
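Purified human 12hLO (150 nM final) in 25 mM Hepes, 0.01% Triton X-100, pH 7.0 was preincubated 15 min at room temperature with compound. Then 40 uM arachidonic acid was added, 30 min. Hydroperoxide was read by Fe-XO absorbance ratio 573/405 nm.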
POLK inh: DNA polymerase kappa (human) inhibition | Q9UBT6 | AID 588579 | actives 0.53% (n = 400,000) | purified Pol kappa, fluorescent DNA synthesis assay, 10 min | Potency, µM (series often up to 107 µM), without a hit: top-dose activity, negative = inhibition, actives largely listed as inhibitors; further: potency means the concentration at half of the fitted maximal effect
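Activity was followed as the change in fluorescence between reads at 0 and 10 min after starting the reaction with 50 nM substrate. Beforehand, 10 nM polymerase had been preincubated with compound for 15 min at room temperature.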
LDHA inh: inhibitors of human lactate dehydrogenase A; P00338; purified LDHA, NADH/diaphorase-resazurin fluorescence; active compounds read low; activity change, % (values are at about 110 or 230 µM); actives 0.15% (n = 480,000); AID 1347041; in the data active means activity change below about -30%; inconclusive means mostly about -25% to -30%;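 further: plate controls were DMSO wells for no effect and wells without enzyme for full effect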
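Enzyme activity of human lactate dehydrogenase 5 (2 nM; 0.06 mM NADH, 0.2 mM pyruvate, 5 min, RT) is measured via a resazurin/diaphorase fluorescence readout of residual NADH.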
RGS4 inhibitor: human RGS4 inhibition; P49798; Transcreener GDP fluorescence polarization, RGS4-accelerated GTP hydrolysis; Potency, µM (top dose mostly 114 µM), for inactives: top-dose activity change, negative = inhibition, most hits filed as inhibitors; actives 0.039% (n = 390,000); AID 504845; further: potency means the concentration at half of the fitted maximal effect; nearly all actives have a fitted effect of over 75% in size; some results filed as inactive show a strong effect at the top dose
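MLSMR compounds (23 nl, pin-transferred) preincubated 10 min at room temperature with a 500nM (2x) first reagent, then RGS4 at 900nM (2x) plus Transcreener GDP mix added; fluorescence polarization (620/688 nm) read before and after 90 min at 30 °C.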
* hit, by the source's call; ? = inconclusive; / = no result given; & = joins results of further samples; [ ] = another dose, or the depositor's remark. Unless noted, the call rests on the fitted dose curve; in most records, active means well fitted curve in the direction sought with a large enough effect; inconclusive means small, poorly fitted or top-dose-only effect, or another doubt; inactive means no such curve, though single readings can be large; an effect the other way counts as inactive or inconclusive. Unless noted, on the % scale 0 is the no-effect control and ±100 the full control effect. Only part of the results is shown; count on the stated rates, not on these rows.

Sample of the layout:
Below each compound: APE1 inh	12-LOX inh	POLK inh	LDHA inh	RGS4 inhibitor
1) O=c1c(-c2cccs2)nc2cncnc2n1Cc1ccccc1
    -8.1%	125.9%[activator]	0.4%[60.1 µM]	/	/
2) CN(C)C(=O)c1ccc(-c2cc(NCc3cccs3)ncn2)cc1
    -2.3%	?	-3.4%[60.1 µM]	/	/

The listing, repeating the preview:
Below each compound: APE1 inh	12-LOX inh	POLK inh	LDHA inh	RGS4 inhibitor
1) O=c1c(-c2cccs2)nc2cncnc2n1Cc1ccccc1
    -8.1%	125.9%[activator]	0.4%[60.1 µM]	/	/
2) CN(C)C(=O)c1ccc(-c2cc(NCc3cccs3)ncn2)cc1
    -2.3%	?	-3.4%[60.1 µM]	/	/
3) COc1cccc(Cn2c(=O)cnc3cnc(Nc4ccccc4)nc32)c1
    -1.2%	?	1.9%[60.1 µM]	/	/
4) CC(=O)N1CCC2(CC1)CN(c1cccc(-c3ccccc3)c1)C2
    1.9%	-19.9%[57.4 µM]	-9.3%[60.1 µM]	/	/
5) O=C(c1cnccn1)N1CCC[C@@]2(CCN(c3cccc(-c4ccccc4)c3)C2)C1
    10.0%	-6.1%[57.4 µM]	1.6%[60.1 µM]	/	/
6) COc1cccc(Cn2c(=O)c(-c3ccc(Cl)cc3)nc3cnc(N4CCN(C)CC4)nc32)c1
    -6.3%	?	0.0%[60.1 µM]	/	/
7) COC(=O)N1CCC2(CCCN(Cc3ccccc3OC)C2)CC1
    3.2%	-10.4%[57.4 µM]	7.4%[60.1 µM]	/	/
8) O=C(Nc1ccc2nccnc2c1)N1CCCCCC1
    /	/	5.0%	9.2	-38.0%
9) Cc1ccc(C(=O)C(OC(=O)CNC(=O)COc2ccccc2C)c2ccccc2)cc1 (configuration not stated)
    /	/	0.9%	4.6	0.2%
10) O=S(=O)(c1ccc2c(c1)OCCO2)N1CCN(CCc2ccccc2)CC1
    /	/	-14.6%	-13.7	31.0%[activator]
11) O=S(=O)(Nc1c(Br)cc(Br)c2cccnc12)C1CC1
    /	/	11.5%	12.8	-20.4%
12) Cn1nc(-c2ccc(F)cc2)nc2c(=O)n(C)c(=O)nc1-2
    /	/	6.8%	25.1	-32.9%
13) CN(c1ccccc1)c1nc(C#N)nc(N2CCOCC2)n1
    /	/	-0.5%	1.4	-23.5%
14) COc1cc(OC)c2c(c1)C(=O)OC2c1cc(OC)c(OC)cc1C (configuration not stated)
    /	/	-5.0%	-0.7	22.2%
15) COc1ccc(C2Nc3ccc(NC(C)=O)cc3C(=O)N2Cc2ccccc2)cc1COc1ccc(NC(C)=O)cc1 (configuration not stated)
    /	/	-19.0%	10.7	-11.3%
16) c1ccc(Nc2nc(Nc3ccccc3)nc(-n3cccn3)n2)cc1
    /	/	-20.8%	-3.5	5.0%
17) O=C(NCCc1nc2ccccc2n1CCCOc1ccccc1)C1CCCCC1
    /	/	-2.6%	0.1	8.9%
18) CC1(C)OC(=O)C2(Cc3ccc(Br)cc3N3CCCCC32)C(=O)O1 (configuration not stated)
    /	/	?	1.7	-2.7%
19) O=S(=O)(O)c1cccc2cccnc12
    /	/	6.6%	-2.0	-8.5%
20) O=S(=O)(c1ccc(F)cc1F)N1CCN(c2nc(-c3cccs3)nc3ccccc23)CC1
    /	/	-22.2%	0.5	-2.7%
21) O=c1[nH]c(SCc2ccccc2)ncc1S(=O)(=O)c1ccccc1
    /	/	-16.1%	-7.8	-0.3%
22) CCOC(=O)C(C)Sc1ccc2nnc(-c3ccc(OCC)cc3)n2n1 (configuration not stated)
    /	/	?	6.3	12.7%
23) CC(C)CNc1ncnc2oc(-c3ccco3)c(-c3ccco3)c12
    /	/	-39.5%	6.8	-39.0%
24) Clc1ncc(C#Cc2ccccc2)c2ncncc12
    /	/	-3.0%	-4.6	?
25) O=C(c1ccc2c(=O)n(Cc3ccco3)c(=S)[nH]c2c1)N1CCN(Cc2ccc3c(c2)OCO3)CC1
    /	/	?	3.7	-47.5%
26) S=C(NCCCc1cnc[nH]1)NCCCN(Cc1ccc(Cl)cc1)c1ccc(-c2ccccc2)cn1
    /	/	-20.8%	0.2	-14.0%
27) O=S(=O)(c1ccccc1Cl)N1CCN(c2nc(-c3ccccc3)nc3ccccc23)CC1
    /	/	1.2%	-0.8	10.4%
28) COc1ccc(-c2nc3cccc(C)n3c2Nc2ccc(C)cc2)cc1
    /	/	-9.0%	-1.5	-0.8%
29) Cc1ccc(-c2nc(=Nc3c(C)cc(C)cc3C)sn2-c2ccccc2)cc1
    /	/	-12.5%	-5.4	?
30) Fc1ccc(CNc2ncnc3nc[nH]c23)cc1
    /	/	2.9%&-5.4%	-1.0&-6.3	0.5%&14.1%

Some of these compounds in order of molecular weight, falling:
Below each compound: APE1 inh	12-LOX inh	POLK inh	LDHA inh	RGS4 inhibitor
27) O=S(=O)(c1ccccc1Cl)N1CCN(c2nc(-c3ccccc3)nc3ccccc23)CC1
    /	/	1.2%	-0.8	10.4%
7) COC(=O)N1CCC2(CCCN(Cc3ccccc3OC)C2)CC1
    3.2%	-10.4%[57.4 µM]	7.4%[60.1 µM]	/	/
16) c1ccc(Nc2nc(Nc3ccccc3)nc(-n3cccn3)n2)cc1
    /	/	-20.8%	-3.5	5.0%

Later entries
Below each compound: APE1 inh	12-LOX inh	POLK inh	LDHA inh	RGS4 inhibitor
31) N=c1ccn2c(n1)OC1C(O)[C@@H](CO)O[C@H]12 (some centres not stated)
    /	/	5.6%	2.1	-5.5%
32) O=C1c2ccccc2C(=O)C1c1cc2ccccc2cn1
    /	/	4.9%	0.1	-8.0%
33) S=C(NCCCc1cnc[nH]1)NCCCN(Cc1ccc(Cl)cc1)c1cc(-c2ccccc2)ccn1
    /	/	-18.9%	1.2	-0.1%
34) COc1ccc(C(=O)N(Cc2ccco2)Cc2cccs2)c(OC)c1
    /	/	-20.8%	-3.9	23.4%
35) CCOc1cccc(C2C=C(c3ccc4c(c3)OCO4)NC(c3cccc(Br)c3)N2)c1O (configuration not stated)
    /	/	-4.4%	0.1	-26.4%
36) O=C1c2ccccc2C(=O)N1c1cccc(O)c1
    /	/	1.7%	-3.4&0.3	30.2%
37) CCc1ccc(-c2nc3c(=O)n(C)c(=O)nc-3n(CC)n2)cc1
    /	/	-19.7%	24.0	-0.1%
38) CC(=O)N1CCC(C(=O)Nc2nnc(C(C)C)s2)CC1
    /	/	-18.0%	0.7	10.7%
39) Cc1ccc2[nH]c(=O)c(CN(CCO)Cc3nnnn3Cc3ccco3)cc2c1
    /	/	-7.2%	-0.2	-19.4%
40) O=c1[nH]cc(C#Cc2ccccc2)c2ncncc12
    /	/	-17.6%	-4.3	12.3%
41) Cc1ccc(-c2nc3cnccn3c2Nc2ccc(C(C)C)cc2)o1
    /	/	-36.8%	4.9	-111.4%
42) Nc1nc(=S)c2n[nH]nc2[nH]1
    /	/	-0.3%&-4.2%	0.6&5.4	-12.4%
43) Cc1ccc(S(=O)(=O)N2CCN(c3nc(-c4cccs4)nc4c3ncn4COC(=O)C(C)(C)C)CC2)cc1
    /	/	6.6%	5.3	16.2%
44) Cc1ccc(-c2nnc3ccc(SCC(N)=O)nn23)cc1
    /	/	-6.1%	-9.7	16.1%
45) CCCN1CNc2c(c(=O)[nH]c(=S)n2CCc2ccc(OC)cc2)C1
    /	/	-1.4%	0.2	-13.8%
46) COc1ccc(-c2nc3ccc(NC(=O)COC(C)=O)cc3c(=O)n2Cc2ccccc2)cc1COc1ccc(NC(C)=O)cc1
    /	/	-10.3%	12.5	0.6%
47) N#Cc1nc(N2CCCCC2)nc(N(c2ccccc2)c2ccccc2)n1
    /	/	-16.9%	-11.9	20.6%
48) Cc1ccc(-c2[nH]ncc2CNCc2ccc(CN(C)C)cc2)cc1
    /	/	11.5%	0.3	3.7%
49) O=C(c1ccc2c(=O)n(-c3ccccc3)c(=O)[nH]c2c1)N1CCN(Cc2cccs2)CC1
    /	/	-1.0%	-4.6	16.1%
50) CC(=O)c1ccccc1S(=O)(=O)N1CCN(c2nc(-c3cccs3)nc3ccccc23)CC1
    /	/	-20.9%	4.8	22.4%
51) O=C1c2ccccc2NC(c2ccccc2O)N1Cc1ccco1 (configuration not stated)
    /	/	-1.2%	1.6	1.9%
52) Cc1ccc(S(=O)(=O)N2CCN(S(=O)(=O)c3ccc4c(c3)OCCCO4)CC2)cc1
    /	/	-8.4%	-5.1	-18.9%
53) CC1(C)OC(=O)C2(Cc3cc([N+](=O)[O-])ccc3N3CCCCC32)C(=O)O1 (configuration not stated)
    /	/	4.5%	2.7	-7.3%
54) COc1ccc(/C=C\c2nccc3c2[nH]c2ccccc23)cc1
    /	/	-24.3%	-1.4	-9.1%
55) O=C(c1cc(Br)ccc1O)N(Cc1ccco1)Cc1cccs1
    /	/	0.4%	5.3	-31.1%
56) Cc1ccc(S(=O)(=O)N2CCN(c3nc(-c4cccs4)nc4ccccc34)CC2)c(C)c1
    /	/	-5.6%	-0.2	11.4%
57) COc1ccc2c(c1OC)C(=O)OC2c1ccc(O)cc1 (configuration not stated)
    /	/	10.2%	0.6	9.2%
58) CCc1sc(-c2cc3cccc(OC)c3oc2=O)nc1-c1cc(C)ccc1C
    /	/	-97.9%	-1.9	15.5%
59) CCN(CC)c1nc(C#N)nc(N2CCOCC2)n1
    /	/	-9.9%	-6.1	2.7%
60) O=C(COC(=O)C12CC3CC(CC(C3)C1)C2)NCC1CCCO1 (configuration not stated)
    /	/	10.8%	-2.6	8.1%
61) Cc1ccc2nc(-c3ccc(N=Nc4cc(S(=O)(=O)O)c5ccccc5c4O)cc3)sc2c1S(=O)(=O)O
    /	/	20µM*	12.0	-17.5%
62) COC(=O)CCSc1cc(NCCCOC(C)=O)c([N+](=O)[O-])c2nonc12
    /	/	-19.5%	5.3	-24.9%
63) CC(C)(C)c1ccc(OCCn2c(CCNC(=O)C3CCCCC3)nc3ccccc32)cc1
    /	/	-17.6%	-0.7	-15.8%
64) COc1ccc(CN(Cc2ccccc2)C(=O)Nc2ccccc2)cc1COc1ccc(NC(C)=O)cc1
    /	/	-11.0%	7.2	-7.3%
65) O=C(c1cccc2ccccc12)N1CCN(S(=O)(=O)c2ccccc2)CC1
    /	/	7.2%	0.9	6.0%
66) CN1N/C(=C\c2ccccc2)N=C2C(=O)N(C)C(=O)N=C21
    /	/	?	24.2	-32.9%
67) Cc1cc(Cl)ccc1Nc1nc(NCc2ccco2)nc2nccnc12
    /	/	-6.7%	-2.3	5.2%
68) N#Cc1cccc(S(=O)(=O)N2CCN(c3nc(-c4cccs4)nc4ccccc34)CC2)c1
    /	/	-3.5%	1.2	10.2%
69) CCOc1cc(C2Nc3ccccc3C(=O)N2Cc2ccco2)ccc1O (configuration not stated)
    /	/	-1.3%	0.0	-18.6%
70) NC(=O)CSc1ccc2nnc(-c3ccncc3)n2n1
    /	/	-6.9%	-19.7	-11.5%
71) CC(C)(C)C(=O)Nc1ccc2c(c1)C(=O)C(=O)c1ccccc1-2
    /	/	3.6%	52.7	-41.8%
72) O=C1c2ccccc2C(=O)N1c1ccc2ncccc2c1
    /	/	-6.7%	-0.7&-0.2	-0.1%
73) N#Cc1nc(-c2ccc(OCc3ccc(Cl)cc3)cc2)oc1N1CCCCCC1
    /	/	13.7%	1.4	-11.2%
74) COc1ccc(CN(Cc2ccccc2)C(=O)COC(C)=O)cc1COc1ccc(NC(C)=O)cc1
    /	/	-6.5%	-4.7	13.8%
75) CCCCn1c(SCC#N)nc2ccccc2c1=O
    /	/	-15.9%	-5.5	-24.1%
76) COc1[nH]c(/N=C/c2ccco2)c(C#N)c1C#N
    /	/	-5.2%	2.2	1.1%
77) O=C(CNC(=O)c1ccccc1)NCC(=O)OCC(=O)c1ccc2ccccc2c1
    /	/	-10.9%	-13.1	2.4%
78) COc1ccc(C2Nc3ccccc3C(=O)N2Cc2ccco2)cc1 (configuration not stated)
    /	/	-7.5%	5.1&1.0	-34.6%
